Assay outcomes: PubChem, NCI
All columns: NCI-60 one-dose screen, growth in % after 48 h at 10 µM unless noted; 100 = growth as untreated, 0 = no growth, -100 = all killed.
SNB-19: SNB-19 CNS cancer cells; 81,000 tested, 2.5% active
KM12: KM12 colon cancer cells; 82,000 tested, 5% active; AID 1794800
HCT-116: HCT-116 colon cancer | 82,000 tested, 7.3% active | AID 1794798
HCT-15: HCT-15 colon cancer; 82,000 tested, 5.2% active
HCC-2998: HCC-2998 colon cancer | 79,000 tested, 4.7% active | AID 1794799
SW-620: SW-620 colon cancer. 82,000 tested, 5.2% active
SNB-75: SNB-75 CNS cancer; 79,000 tested, 5% active
SF-295: SF-295 CNS cancer cells. AID 1794758. 79,000 tested, 5.6% active
SF-539: SF-539 CNS cancer; 81,000 tested, 6.8% active
Active calls of the source: *; x = not tested or not shown; & = joins results of further samples; ! = a repeat was not active. How the source made its calls: active means growth percent below 10; inactive means the rest.

| canonical_smiles | HCT-15 | SNB-19 | HCC-2998 | HCT-116 | SNB-75 | KM12 | SF-295 | SF-539 | SW-620 |
| --- | --- | --- | --- | --- | --- | --- | --- | --- | --- |
| CCCS(=O)(=O)Oc1ccc(-c2ccc3occc3c2)cc1 | 98 | 94 | 98 | 93 | 115 | 102 | 94 | 102 | 100 |
| C/C=C/C=C1/OC(C)=C(C(C)=O)C1=O | 103 | 99 | 125 | 110 | 91 | 106 | 92 | 86 | 103 |
| NC(Cc1cccs1)C(=O)O (stereo not given) | 98 | 102 | 97 | 98 | 92 | 121 | 93 | 95 | 111 |
| O=c1[nH]c(F)nc2c1ncn2C1OC(CO)C(O)C1O (stereo not given) | 102 | 106 | x | 104 | 93 | 115 | 104 | 98 | 102 |
| Nc1ccc(NCc2c(-c3ccccc3)no[n+]2[O-])cc1 | 104 | 110 | 118 | 98 | 102 | 103 | 117 | 104 | 115 |
| c1cnc2[nH]cc(-c3csc(-c4cn(CCCN5CCCCC5)c5ccccc45)n3)c2c1 | 4.4* | 39 | 88 | 61 | 60 | 63 | 89 | -49* | -47* |
| CCOC(=O)c1nc(Nc2ccc(NC(=O)Nc3cccc(F)c3)cc2)c2ccccc2n1 | 101 | 105 | x | 103 | 78 | 106 | 99 | 95 | 102 |
| c1ccc2c(Nc3ccc(C4=NCCN4)cc3)nnc(Nc3ccc(C4=NCCN4)cc3)c2c1 | 97 | 95 | 101 | 97 | 102 | 101 | 105 | 101 | 91 |
| COC(=O)c1nnn(-c2nonc2N)c1-c1ccc2c(c1)OCO2 | 100 | 112 | x | 110 | 84 | 101 | 112 | 93 | 110 |
| CC1=NN(C(=O)c2nn(-c3ccc(Cl)cc3)cc2O)C(=O)C1 | 34 | 60 | 54 | 29 | 29 | 49 | 67 | 52 | 46 |
| O=C(O)CN1C(=O)/C(=C/c2cc3cc4c(cc3nc2Cl)OCO4)SC1=S | 101 | 99 | 119 | 104 | 101 | 101 | 104 | 105 | 106 |
| COc1ccc(N2N=C(c3ccc4c(c3)OCO4)CC2c2cccc(NC(=O)CCCNS(=O)(=O)c3ccc(F)cc3)c2)cc1 (stereo not given) | 58 | x | 60 | 50 | 51 | 41 | 49 | 75 | 86 |
| O=C(/C=C/c1cn(-c2ccccc2)nc1-c1ccc(F)cc1)OCc1cn(-c2cccc([N+](=O)[O-])c2)nn1 | 102 | 92 | 93 | 96 | 91 | 97 | 98 | 106 | 97 |
| O=C1CCCCN1 | 97 | 99 | 97 | 99 | 100 | 105 | 102 | 97 | 106 |
| O=C1CCCC/C1=C\c1c(-c2ccc(Cl)cc2)nn(-c2ccccc2)c1C(F)(F)F | 98 | 107 | 111 | 86 | 98 | 104 | 98 | 110 | 99 |
| O=C1CC(=O)N2CSCN(C(c3ccccc3)c3nc4ncncc4[nH]3)C2=N1 (stereo not given) | 100 | 94 | 99 | 105 | 100 | 103 | 99 | 99 | 102 |
| CCCCC/C=C\C/C=C/CCCCCCCC1=NC(CC)(CO)CO1 (stereo not given) | 96 | 105 | 98 | 93 | 70 | 95 | 90 | 121 | 103 |
| Cc1ccc(C)c2c1CCC2C(C)C (stereo not given) | 109 | 101 | 101 | 96 | 88 | 101 | 102 | 98 | 106 |
| CC(=O)OCC1SC(OC(C)=O)C(NC(=O)/C=C/CCl)C(OC(C)=O)C1OC(C)=O (stereo not given) | 100 | 111 | 104 | 101 | 94 | 102 | 111 | 109 | 107 |
| COc1cc(C=NCCN=Cc2cc(OC)c(OC)c(OC)c2)cc(OC)c1OC | 107 | 113 | 136 | 95 | 98 | 93 | 101 | 101 | 109 |
| c1ccc(-c2nnc(-c3ccccc3)nn2)cc1 | 99 | 115 | x | 99 | 105 | 105 | 93 | 91 | 105 |
| CCCCCCCC/C=C\CCCCCCCCOc1ccc(CC(=O)NCC[N+]2(C)CCOCC2)cc1 | 91 | 39 | 56 | 74 | 41 | 51 | 86 | 81 | 81 |
| Cc1cccc(Cc2ccccc2C(=O)c2ccc3ccccc3c2)c1 | 102 | 90 | 111 | 86 | 88 | 99 | 96 | 102 | 89 |
| CC1=CCC(OC(=O)C(C)(O)CCC(O)(C(=O)OC2CC(O)(C(C)C)CCC2(C)O)C(C)C)(C(C)C)CC1 (stereo not given) | 101 | 103 | 112 | 103 | 85 | 114 | 99 | 92 | 108 |
| O=C(c1ccccc1Cl)C(Nc1ccccc1)c1ccccc1Cl (stereo not given) | 96 | 99 | 99 | 75 | 90 | 88 | 95 | 100 | 94 |

An excerpt from above in order of number of heavy atoms, low to high:
| canonical_smiles | HCT-15 | SNB-19 | HCC-2998 | HCT-116 | SNB-75 | KM12 | SF-295 | SF-539 | SW-620 |
| --- | --- | --- | --- | --- | --- | --- | --- | --- | --- |
| COC(=O)c1nnn(-c2nonc2N)c1-c1ccc2c(c1)OCO2 | 100 | 112 | x | 110 | 84 | 101 | 112 | 93 | 110 |
| O=C1CC(=O)N2CSCN(C(c3ccccc3)c3nc4ncncc4[nH]3)C2=N1 (stereo not given) | 100 | 94 | 99 | 105 | 100 | 103 | 99 | 99 | 102 |
| c1cnc2[nH]cc(-c3csc(-c4cn(CCCN5CCCCC5)c5ccccc45)n3)c2c1 | 4.4* | 39 | 88 | 61 | 60 | 63 | 89 | -49* | -47* |
| CCOC(=O)c1nc(Nc2ccc(NC(=O)Nc3cccc(F)c3)cc2)c2ccccc2n1 | 101 | 105 | x | 103 | 78 | 106 | 99 | 95 | 102 |

The list goes on.
| canonical_smiles | HCT-15 | SNB-19 | HCC-2998 | HCT-116 | SNB-75 | KM12 | SF-295 | SF-539 | SW-620 |
| --- | --- | --- | --- | --- | --- | --- | --- | --- | --- |
| O=C(C[n+]1ccccc1)c1ccc2ccccc2c1 | 109 | 100 | x | 91 | 75 | 93 | 88 | 97 | x |
| O=C1C=CC(=O)N1Cc1ccccc1 | 103 | 117 | 102 | 94 | 95 | 88 | 115 | 105 | 94 |
| CC(C)(C)c1ccc(OC2CCO2)cc1 (stereo not given) | 101 | 114 | 97 | 103 | 81 | 104 | 97 | 98 | 106 |
| O=c1c2cnn(-c3ccccc3)c2n2c(-c3ccc(Cl)cc3)nnc2n1-c1ccccc1 | 97 | 103 | 100 | 97 | 111 | 98 | 101 | 107 | 109 |
| COc1cc(/C=C/c2c(-c3ccc(Cl)cc3)nc3sc(-c4ccccc4)c(-c4ccccc4)n23)cc(OC)c1OC | 94 | 99 | 97 | 84 | 100 | 96 | 91 | 98 | 103 |
| Cc1c(C(=O)C(SC(=S)N2CCOCC2)SC(=S)N2CCOCC2)nnn1-c1ccc(Cl)cc1 | 98 | 100 | 117 | 100 | 97 | 108 | 104 | 97 | 100 |
| NC(=O)C1CCN(c2c(Cl)cncc2Cl)CC1 | 117 | 102 | 106 | 95 | 105 | 100 | 105 | 93 | 106 |
| CC(=O)CC(c1cccs1)c1c(-c2ccccc2)[nH]c2cc(C)ccc12 (stereo not given) | 70 | 92 | 98 | 79 | 15 | 80 | 84 | 83 | 78 |
| O=c1[nH][nH]c(=O)c2c1[nH]c(=S)n2Cc1ccccc1 | 100 | 115 | 89 | 104 | 74 | 105 | 99 | 99 | 112 |
| COc1ccccc1N1CCN(CCCOc2ccc(C(=O)/C=C3/C(=O)Nc4ccccc43)cc2)CC1 | 75 | 85 | 60 | 34 | 85 | 59 | 71 | 82 | 71 |
| CCOC(=O)C1=C(C)N=C2Sc3cc(C)c(C)cc3N2[C@H]1c1ccccn1 | 81 | 96 | 97 | 76 | 90 | 82 | 97 | 103 | 97 |
| C=C1C(=O)O[C@H]2[C@H]1CC/C(COC(=O)OCCCCO)=C\CC[C@@]1(C)O[C@@H]21 | 71 | 95 | 106 | 45 | 99 | 103 | 99 | 82 | 30 |
| O=S(=O)(NCCNc1nccc(-c2c(-c3ccc(F)cc3)nc3sccn23)n1)c1ccc(O)cc1 | 62 | 108 | 60 | 25 | 35 | 20 | 78 | 78 | 41 |
| CC(=O)OC1CCCCC1c1ccccc1 (stereo not given) | 102 | 101 | 99 | 82 | 97 | 102 | 109 | 102 | 108 |
| O=C1CCC(NNc2cc(F)ccc2F)N1 (stereo not given) | 104 | 105 | 104 | 100 | 105 | 73 | 110 | 100 | 98 |
| CCS(=O)(=O)Oc1ccc2c3c(c(=O)oc2c1)CCCCCC3 | 85 | 92 | 101 | 86 | 105 | 89 | 92 | 92 | 98 |
| NCCCN1CCCN=C1C1=NCCCN1CCCN | 103 | x | 102 | 103 | 83 | 106 | 110 | 103 | 112 |
| C=CCSc1ccc(Br)cc1 | 103 | 102 | 100 | 88 | 83 | 101 | 100 | 102 | 93 |
| COc1ccc(-n2ncn(Cc3nc(-c4ccc(Cl)cc4)n[nH]3)c2=O)cc1 | 100 | 98 | 98 | 80 | 89 | 102 | 100 | 100 | 102 |
| CN1CCN(c2nc3ccccc3c3c2C2CCCN(C2)C3=O)CC1 (stereo not given) | 97 | 117 | 102 | 107 | 100 | 111 | 119 | 97 | 98 |
| CC(C)(C)c1ccc(OS(=O)(=O)c2ccccc2)cc1 | 104 | 99 | 122 | 100 | 101 | 105 | 97 | 102 | 104 |
| COc1ccc(Oc2nc(NC3CCCC3)nc(Sc3ccc(OC)cc3)n2)cc1 | 44 | 91 | 99 | 45 | 75 | 84 | 67 | 83 | 88 |
| OCCc1c[nH]c2ccccc12 | 104 | 99 | 104 | 100 | 95 | 103 | 101 | 103 | 100 |
| N#Cc1cc2ccncc2c2ccccc12 | 90 | 95 | 105 | 84 | 101 | 98 | 98 | 92 | 94 |
| O=c1n(CCCCn2cnn(-c3ccccc3)c2=O)cnn1-c1ccccc1 | 98 | 91 | 115 | 89 | 80 | 104 | 94 | 97 | 102 |
| CCOC(=O)CC1CSC(N/N=C/c2ccc(Cl)cc2)=N1 (stereo not given) | 104 | 112 | 106 | 97 | 103 | 104 | 99 | 105 | 104 |
| CC(C)Oc1ccc2cc(-c3nn(CC4CCNCC4)c4ncnc(N)c34)ccc2c1 | -7.3*! | 25&93 | -14*! | 9.1*! | -39*! | 22&86 | -55*! | -83*! | 1.4*! |
| CC(C)(C)n1cc(-c2ccnc(NCCCNS(=O)(=O)c3cccc(F)c3)c2)c(-c2ccccc2)n1 | 29 | 96 | 67 | 52 | 65 | 65 | 61 | 65 | 72 |
| CC(C)C[C@H](NC(=O)Cn1ccc(NCc2ccccc2)cc1=O)B(O)O | 23 | 42 | 0.9* | -48* | 57 | 25 | 28 | -29* | 4.7* |
| CS(=O)CCCCCN=C=S (stereo not given) | -17* | 28 | -11* | -2.0* | 30 | -13* | 51 | x | 5.5* |
| Cc1cc(N2CCN(C)CC2)nc(NC2CCCC(Nc3ccnc4cc(Cl)ccc34)C2)n1 (stereo not given) | -36* | 9.1* | 8.1* | -70* | -26* | 10 | -72* | -84* | 2.8* |
| C=C(C)[C@@H]1CC[C@]2(C(=O)O)CC[C@]3(C)[C@H](CC[C@@H]4[C@@]5(C)C[C@@H](CC#Cc6ccc(F)cc6)[C@H](O)C(C)(C)[C@@H]5CC[C@]43C)[C@@H]12 | 36 | 71 | 70 | 29 | 93 | 39 | 45 | 75 | 51 |
| CC[C@@H](C)OC(=O)c1nn(C(C)=O)c2ccccc12 | 90 | 100 | 96 | 104 | x | 103 | 93 | 105 | 107 |

Copied from the listing (2 entries):
| canonical_smiles | HCT-15 | SNB-19 | HCC-2998 | HCT-116 | SNB-75 | KM12 | SF-295 | SF-539 | SW-620 |
| --- | --- | --- | --- | --- | --- | --- | --- | --- | --- |
| C=C(C)[C@@H]1CC[C@]2(C(=O)O)CC[C@]3(C)[C@H](CC[C@@H]4[C@@]5(C)C[C@@H](CC#Cc6ccc(F)cc6)[C@H](O)C(C)(C)[C@@H]5CC[C@]43C)[C@@H]12 | 36 | 71 | 70 | 29 | 93 | 39 | 45 | 75 | 51 |
| CC[C@@H](C)OC(=O)c1nn(C(C)=O)c2ccccc12 | 90 | 100 | 96 | 104 | x | 103 | 93 | 105 | 107 |

One compound at a time, as listed above:
COc1ccc(-n2ncn(Cc3nc(-c4ccc(Cl)cc4)n[nH]3)c2=O)cc1 across the screens: HCT-15 = 100; SNB-19 = 98; HCC-2998 = 98; HCT-116 = 80; SNB-75 = 89; KM12 = 102; SF-295 = 100; SF-539 = 100; SW-620 = 102
COc1ccc(N2N=C(c3ccc4c(c3)OCO4)CC2c2cccc(NC(=O)CCCNS(=O)(=O)c3ccc(F)cc3)c2)cc1 (stereo not given) across the screens: HCT-15 = 58; SNB-19 = x; HCC-2998 = 60; HCT-116 = 50; SNB-75 = 51; KM12 = 41; SF-295 = 49; SF-539 = 75; SW-620 = 86
